HT1080-NT tox: kills 2HG-producing HT-1080-NT fibrosarcoma cells; HT-1080-NT fibrosarcoma viability, CellTiter-Glo ATP luminescence, 48 h; 360,000 tested, 1.6% active; Potency, µM (highest dose often 46.1 µM), inactives show top-dose activity, negative = less viability, most hits filed as cytotoxic;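 note: NT is the 2HG producing partner of a matched IDH1 knockdown line; potency is the fitted concentration of half-maximal effect; 0% = DMSO-treated cells and -100% = media-only wells without cells; nearly all actives have a fitted effect of over 55% in size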
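750 cells/well, RPMI + 5% FBS; 2 h settle, compound pin-transfer, 48 h at 37 degrees C. CellTiter-Glo 10 min RT, luminescence. Normalized to DMSO and media-only wells.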
KB-V1 MDR tox: KB-V1 MDR subline cytotoxicity; KB-V1 MDR cells viability, CellTiter-Glo, 72 h; Potency, µM (doses to about 46.1 µM), for the others: at the highest dose activity change, negative = cytotoxicity, actives largely listed as cytotoxic; 400,000 tested, 3.4% active; AID 1347076; note: potency is the fitted concentration of half-maximal effect; % is set by controls: 0 for no effect and ±100 for the full control effect; nearly all actives have a fitted effect of over 60% in size
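Drug-selected KB-V1 cells, grown in DMEM lacking phenol red with 10% FBS, receive compound titrations; after three days at 37 degrees C, surviving cell ATP is quantified by CellTiter-Glo luminescence and responses normalized and curve-fitted.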
D3 ag: agonists of human D3 dopamine receptor. P35462. D3R DiscoveRx beta-arrestin cells, luminescence, 90 min. max activation, %. 410,000 tested, 0.58% active; in the data active = max activation above about 30%; note: 0% is about no effect; mostly tested at two doses, the higher about 12 µM
Target sequence (P35462 whole entry, looked up): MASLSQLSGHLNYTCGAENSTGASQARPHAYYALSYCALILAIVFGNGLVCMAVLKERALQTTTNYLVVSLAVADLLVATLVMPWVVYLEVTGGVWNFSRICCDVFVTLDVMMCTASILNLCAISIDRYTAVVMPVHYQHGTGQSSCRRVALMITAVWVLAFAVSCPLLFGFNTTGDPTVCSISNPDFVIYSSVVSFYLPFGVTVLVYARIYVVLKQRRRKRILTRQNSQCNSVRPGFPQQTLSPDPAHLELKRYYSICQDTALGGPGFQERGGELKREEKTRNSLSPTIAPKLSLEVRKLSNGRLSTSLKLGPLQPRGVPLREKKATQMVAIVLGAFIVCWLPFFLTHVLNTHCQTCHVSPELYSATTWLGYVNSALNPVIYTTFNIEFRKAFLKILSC
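Agonist-mode cell screen: cells plated at 1500/well and incubated overnight at 37 °C, then exposed to library compounds for 90 min at 37 °C. Detection reagent was added for 30–60 min at room temperature, and luminescence was read.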
KB-3-1 cytotox: kills parental KB-3-1 adenocarcinoma cells; KB-3-1 viability, CellTiter-Glo ATP luminescence, 72 h; Potency, µM (highest dose often 46.1 µM), without a hit: at the highest dose activity change, negative = cytotoxic, actives largely listed as cytotoxic; 400,000 tested, 1.4% active; note: potency is the fitted concentration of half-maximal effect; % is set by controls: 0 for no effect and ±100 for the full control effect; nearly all actives have a fitted effect of over 60% in size
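Cells are dispensed, compounds pinned in, plates held at 37 °C for 72 h, then CellTiter-Glo is added and luminescence read after 10 minutes. Cell line: parental KB-3-1 in phenol-red-free DMEM, 10% FBS.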
SW480 rereplic: inducers of DNA re-replication in SW480 colon cancer cells | SW480 DNA re-replication, Hoechst DNA content imaging, 48 h | Potency, µM (series often up to 46.1 µM), without a hit: at the top dose re-replication activation, hits mostly activators | 340,000 tested, 1.8% active | AID 624297; note: potency is the fitted concentration of half-maximal effect; % of control where 0% means no effect; nearly all actives have a fitted effect of over 55% in size
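250 cells/well; 23 nL cpd via pin tool; 48 hr, 37 C, 5% CO2; Hoechst 40 min; imager read of total nuclear intensity, ex 405/em 500-530 nm.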
D3 antag: D3 dopamine receptor (human) antagonism; D3R cells, DiscoveRx beta-arrestin luminescence, antagonist mode; stronger effect = lower value; max response, negative = inhibition, %; 360,000 tested, 2.5% active; in the data active = max response below about -50%; inconclusive = no clear call, values can overlap the other calls; note: % is set by controls: 0 for no effect and ±100 for the full control effect; mostly tested at two doses, the higher about 12 µM
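Cells expressing the human receptor were seeded at 1500 cells/well, incubated overnight at 37 degrees C in 5% CO2, then exposed to library compounds with dopamine controls for 90 minutes at 37 degrees C before luminescent detection.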
GLP-1R agonist: GLP-1 receptor (human) agonism; P43220; Potency, µM (series often up to 45.6 µM), inactives show at the top dose activation, usual class: activators; HEK293 GLP-1R CRE-luciferase, luminescence, 4-6 h; cells express a hypersensitive GLP-1R form; 380,000 tested, 0.007% active; AID 624172; note: potency is the fitted concentration of half-maximal effect; % of control where 0% means no effect
Target sequence (P43220 whole entry, looked up): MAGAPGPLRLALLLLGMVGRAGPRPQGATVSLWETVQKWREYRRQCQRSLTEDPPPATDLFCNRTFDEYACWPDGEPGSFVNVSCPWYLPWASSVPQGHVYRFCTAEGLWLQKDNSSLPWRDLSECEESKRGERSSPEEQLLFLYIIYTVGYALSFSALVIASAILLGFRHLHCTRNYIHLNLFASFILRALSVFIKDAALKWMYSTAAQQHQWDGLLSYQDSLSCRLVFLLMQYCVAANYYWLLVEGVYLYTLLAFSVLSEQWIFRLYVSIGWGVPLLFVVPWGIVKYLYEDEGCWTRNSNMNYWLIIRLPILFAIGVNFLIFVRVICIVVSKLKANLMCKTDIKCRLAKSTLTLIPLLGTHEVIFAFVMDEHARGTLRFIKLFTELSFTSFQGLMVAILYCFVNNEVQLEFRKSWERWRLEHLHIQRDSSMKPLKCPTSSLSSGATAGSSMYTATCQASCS
IL-1B inflam inh: inflammasome signaling inhibition, IL-1 beta readout. THP-1 LPS/ATP IL-1B secretion, AlphaLISA, 16 h; stronger effect = lower value. activity change, % at 57.5 µM. 360,000 tested, 4.7% active. AID 743279; in the data active = activity change below about -50%; inconclusive = mostly about -30% to -49%; note: % is set by controls: 0 for no effect and ±100 for the full control effect
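Secreted IL-1B measured by AlphaLISA bead assay after 16 h compound exposure of THP-1 cells; compounds (final up to 57.5 uM) added 1 h before LPS (250 ng/mL) and ATP (1.25 mM) stimulation; lower signal means less secretion.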
HT1080 IDH1KD tx: HT-1080 IDH1 knockdown cell toxicity (counter line); HT-1080 IDH1 knockdown viability, ATP luminescence, 48 h; Potency, µM (series often up to 46.1 µM), for inactives: at the top dose activity, negative = toxicity, most hits filed as cytotoxic; 360,000 tested, 2% active; AID 686971;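 note: potency is the fitted concentration of half-maximal effect; 0% = DMSO wells and -100% = cell-free medium wells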
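After a 2 h attachment period, IDH1KD HT-1080 cells took pin-transferred compound for 48 h at 37 °C; ATP-based luminescence after 10 min room-temperature reagent incubation reported viability.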
* marks the source's active call; other numbers are inactive results; i = inactive; ? = inconclusive; . = no result given; [ ] = remark or other dose. Unless noted, calls come from the whole dose curve; as a rule, active = well fitted curve in the direction sought with a large enough effect; inconclusive = small, poorly fitted or top-dose-only effect, or another doubt; inactive = no such curve, though single readings can be large; an effect the other way counts as inactive or inconclusive.

SMILES	HT1080-NT tox	KB-V1 MDR tox	D3 ag	KB-3-1 cytotox	SW480 rereplic	D3 antag	GLP-1R agonist	IL-1B inflam inh	HT1080 IDH1KD tx
COc1cc(C2C(C#N)=C(N)N(N(C)C)C3=C2C(=O)CCC3)cc(OC)c1OC (stereo not given)	15%	13%	22	15%	-7%	14	10%	-1	23%
O=c1cc(CSc2nnc(COc3ccccc3)o2)c2ccccc2[nH]1	-2%	0%	-4	3%	-1%	3	14%	-4	-3%
O=C(CCCN1C(=O)C(=Cc2ccc3c(c2)OCO3)SC1=S)Nc1ccc(C(=O)O)c(O)c1	1%	-1%	1	0%	.	-13	-6%	-1	10%
c1ccc(-c2noc(CN3CCCC(OCc4ccccn4)C3)n2)cc1 (stereo not given)	8%	-11%	-5	0%	-4%	6	-3%	30	8%
Fc1ccc(CSc2nnc(-c3ccncc3)o2)cc1	-4%	?	8	0%	17%	2	-1%	-9	-16%
Fc1ccc(Nc2nnc(C(F)(F)F)s2)cc1	-18%	2%	2	4%	-19%	-8	1%	-69*	-17%
CC(NC(=O)C12CC3CC(CC(C3)C1)C2)c1ccc2c(c1)OCCO2 (stereo not given)	0%	-19%	32*	5%	3%	33	-3%	0	-25%
Cc1noc(C)c1S(=O)(=O)N(C)C[C@H]1Oc2ccc(NS(=O)(=O)c3ccccc3)cc2C(=O)N([C@H](C)CO)C[C@@H]1C	7%	0%	11	9%	4%[9.22 µM]	14	7%	-9	11%
CC(C)Cn1cnc2c(c1=N)C(c1ccccc1)C1=C(CC(C)(C)CC1=O)O2 (stereo not given)	-6%	?	8	?	-4%	-3	20%	?	?
CCSc1ccccc1C(=O)n1nnc2ccccc21	?	1%	-33	?	?	-20	-19%	10	?
O=[N+]([O-])c1ccc2nc(/C=C/c3ccc(Cl)cc3)[nH]c2c1	?	?	-20	-29%	0%	?	-6%	-94*	?
Cc1ccc(C(=O)N2CCC3(CC2)Oc2ccc(F)cc2C(=O)C32CC(c3cccnc3)=NO2)s1 (stereo not given)	8%	-15%	-2	9%	?	-11	6%	-7	-1%
O=C(Nc1nnc([C@H]2C[C@H](O)[C@@H](CO)O2)s1)c1cccc(Cl)c1	2%	17%	-20	0%	.	-110*	-4%	25	?
O=c1c2ccccc2nc(/C=C/c2ccccc2)n1CCCO	-10%	?	9	-25%	?	30	18%	-17	-3%
O=C(O)CCn1c(=S)n(CCC(=O)O)c2ccccc21	14%	-1%	-1	2%	-5%	27	-3%	7	11%
COC(=O)CN1C(c2ccc(OC)cc2)=Nc2ccc(Cl)cc2C1c1ccccc1 (stereo not given)	10%	?	-16	?	-9%	-60*	1%	-84*	12%
O=S(=O)(NCCCCCNS(=O)(=O)c1ccccc1)c1ccccc1	-18%	?	4	-31%	12%	0	1%	-19	-10%
O=C(Nc1ccc(F)cc1)c1ccc2nc[nH]c2c1	4%	0%	1	-4%	0%	?	-4%	22	11%
CCOc1ccc(N(CC(=O)NCCSCc2ccco2)S(=O)(=O)c2ccc(F)cc2)cc1	-7%	?	-6	0%	-13%	-18	-3%	i	0%
COc1ccc(NC(=O)Nc2cccc(F)c2)c(OC)c1	-4%	-10%	-5	-4%	2%	-9	-2%	?	-3%

Four entries already listed, ordered by count of non-hydrogen atoms, smallest number first:
SMILES	HT1080-NT tox	KB-V1 MDR tox	D3 ag	KB-3-1 cytotox	SW480 rereplic	D3 antag	GLP-1R agonist	IL-1B inflam inh	HT1080 IDH1KD tx
O=S(=O)(NCCCCCNS(=O)(=O)c1ccccc1)c1ccccc1	-18%	?	4	-31%	12%	0	1%	-19	-10%
COc1cc(C2C(C#N)=C(N)N(N(C)C)C3=C2C(=O)CCC3)cc(OC)c1OC (stereo not given)	15%	13%	22	15%	-7%	14	10%	-1	23%
COC(=O)CN1C(c2ccc(OC)cc2)=Nc2ccc(Cl)cc2C1c1ccccc1 (stereo not given)	10%	?	-16	?	-9%	-60*	1%	-84*	12%
CCOc1ccc(N(CC(=O)NCCSCc2ccco2)S(=O)(=O)c2ccc(F)cc2)cc1	-7%	?	-6	0%	-13%	-18	-3%	i	0%

Following part:
SMILES	HT1080-NT tox	KB-V1 MDR tox	D3 ag	KB-3-1 cytotox	SW480 rereplic	D3 antag	GLP-1R agonist	IL-1B inflam inh	HT1080 IDH1KD tx
Cc1cccc(C(C)C)c1NC(=O)C(C)OC(=O)Cc1n[nH]c(=O)c2ccccc12 (stereo not given)	6%	5%	1	5%	-6%	10	-3%	3	16%
CCC(C)NC(=O)COC(=O)c1cc([N+](=O)[O-])ccc1Sc1nc(C)cs1 (stereo not given)	-5%	9%	-6	-3%	5%[9.22 µM]	62	0%	-17	-1%
Nc1ncc(Br)cc1S(=O)(=O)Nc1cc(C(F)(F)F)cc(C(F)(F)F)c1	18µM*	?	-15	?	4%	-15	0%	-5	3.7µM*
Cc1ccc2c(C)c(C(=O)N(C)Cc3ccncn3)oc2c1C	15%	-8%	2	9%	-17%	17	2%	14	10%
Cc1c(CN2CCCC(C(=O)c3cccc(OC(C)C)c3)C2)c(=O)n(-c2ccccc2)n1C (stereo not given)	-16%	?	2	-2%	-2%	6	4%	21	0%
O=c1[nH]c2ccccc2c(O)c1-c1ccccc1	5%	-11%	-1	3%	5%	8	-5%	20	3%
CCOC(=O)c1[nH]c(C)c(C(=O)N2CCN(C(=O)c3ccco3)CC2)c1C	9%	-17%	-3	10%	-11%	-18	-6%	-1	-4%
CCCc1nc(NCc2ccco2)c(C#N)c2c1COC(C)(C)C2	0%	-10%	1	1%	-6%[9.22 µM]	-2	0%	3	1%
C=CCNc1oc(-c2ccc(-c3ccccc3)cc2)nc1C#N	.	-17%	.	-16%	?	.	-1%	.	.
COC(=O)[C@@]12C[C@@H](CC(=O)NCc3cccc(C(F)(F)F)c3)C(=O)N(Cc3ccccc3)C1=CCC(C)(C)C2	?	?	4	?	.	0	.	-78*	?
CC(=O)NCCNc1nc2cc(-c3ccc(C(=O)N4CCN(C)CC4)cc3)sc2c(=O)n1C	13%	4%	1	0%	.	0	-1%	18	19%
Nc1cc(=O)[nH]c(SCC(=O)NCC2CCCO2)n1 (stereo not given)	18%	1%	1	-9%	2%	4	-22%	43	4%
N#Cc1cccc(NC(=O)CNc2cccc(S(=O)(=O)N3CCCC3)c2)c1	-17%	-15%	5	?	?	-8	8%	-3	-2%
O=C(N/N=C/c1ccco1)c1cc(=O)[nH]c2ccccc12	-2%	-3%	5	?	-14%	-8	7%	-8	0%
CCOC(=O)C1=CN(CC)S(=O)(=O)NC1c1ccc(C(F)(F)F)cc1 (stereo not given)	-3%	-7%	-3	0%	-15%[9.22 µM]	-17	0%	34	-4%
CCS(=O)(=O)N1N=C(c2ccccc2)CC1c1ccc2nccnc2c1 (stereo not given)	9%	?	1	17%	1%	11	2%	-3	1%
O=C(c1ccc(Cl)cc1)N1CCN(c2cccc3[nH]ccc23)CC1	-5%	0%	3	0%	-5%	5	4%	9	-11%
CCN(CC)CCCn1c(=S)[nH]c2ccccc2c1=O	-3%	11%	-2	-4%	-12%	-21	-16%	-12	1%
Cc1ccc(S(=O)(=O)N2CCOCC2)cc1NC(=O)COC(=O)c1ccc(Cl)s1	1%	0%	1	6%	-3%	18	-6%	4	11%
Cc1ccc(NC2CCCN(C(=O)c3cn(C)c4ccccc34)C2)cc1C (stereo not given)	-1%	.	5	.	-4%	4	0%	4	-5%
COc1ccc2cc(C(C)=O)c(=O)oc2c1	5%	-1%	3	6%	0%	-10	-7%	8	-1%
Cc1ccc(-c2nc(C)c(CCNC(=O)c3cccs3)s2)cc1	.	?	-1	7%	.	.	21%	.	.
COC(=O)CCC(=O)NC(=S)Nc1ccc(S(=O)(=O)N2CCCC2)cc1	16%	3%	2	9%	-11%	-3	3%	41	8%
CNC[C@@H]1Oc2ccc(NC(=O)Nc3ccccc3)cc2C(=O)N([C@@H](C)CO)C[C@H]1C	8%	-1%	5	11%	-4%	0	-1%	8	5%
CC(=O)Nc1ccc(NS(=O)(=O)c2cccc3nonc23)cc1	-1%	?	-14	13%	-1%	-1	4%	18	11%
CC(=O)N(c1c(C)n(C)n(-c2ccccc2)c1=O)C1(C(=O)NC2CCCC2)CCCCC1	11%	0%	2	0%	-6%	-3	-8%	16	9%
CCOC(=O)Cn1c(=O)n(-c2ccccc2OC)c2nc(-c3ccccc3F)nc(C(N)=O)c21	.	?	6	19%	.	.	11%	.	.
CS(=O)(=O)N(CC(=O)N1CCCC1)Cc1ccc(F)cc1	7%	-10%	3	9%	2%	0	-4%	9	1%
CC1(C(=O)NS(=O)(=O)c2ccc(C#N)cc2)CCN1C(=O)Cc1ccc(-c2ccccc2)cc1 (stereo not given)	3%	8%	-1	0%	.	0	-1%	36	10%

No new results follow: entries from further up.
SMILES	HT1080-NT tox	KB-V1 MDR tox	D3 ag	KB-3-1 cytotox	SW480 rereplic	D3 antag	GLP-1R agonist	IL-1B inflam inh	HT1080 IDH1KD tx
Cc1ccc(-c2nc(C)c(CCNC(=O)c3cccs3)s2)cc1	.	?	-1	7%	.	.	21%	.	.
COC(=O)CCC(=O)NC(=S)Nc1ccc(S(=O)(=O)N2CCCC2)cc1	16%	3%	2	9%	-11%	-3	3%	41	8%
CNC[C@@H]1Oc2ccc(NC(=O)Nc3ccccc3)cc2C(=O)N([C@@H](C)CO)C[C@H]1C	8%	-1%	5	11%	-4%	0	-1%	8	5%
CC(=O)Nc1ccc(NS(=O)(=O)c2cccc3nonc23)cc1	-1%	?	-14	13%	-1%	-1	4%	18	11%

Bioassay records from PubChem.
